Screening results from PubChem.
rmGlu8 calcium flux: rat mGlu8 modulation via Gqi9 calcium signal, confirmation, counter-screen for GIRK activator project, cell-based, HEK293 rmGlu8, Gqi9 chimera | HEK293 rmGlu8/Gqi9 calcium flux, Fluo-4 fluorescence; glutamate at EC20 added after compound | calls only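 (single compound addition from 20 µM solution with 0.2% DMSO)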 | actives 4% (n = 2,100);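 active = calcium fluorescence trace judged by eye to show a response, as agonist, enhancer of the glutamate response, or inhibitor; inactive = trace judged by eye to show no response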
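system = HEK-293 cells stably expressing rat mGlu8, plus transient chimeric Gqi9 | measured by = Fluo-4 calcium fluorescence, 1 Hz | timing = compound pre-exposure 4 min, post-glutamate read 2 min | measure = F/F0 fluorescence traces judged visually for each well | medium = HEPES-buffered HBSS at pH 7.4 | doses = single compound addition from 20 µM solution, 0.2% DMSO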
Calls only; i = inactive; + = active, no number. These rows are one share of the data (hit frequency here may not be typical).

The opening 4 entries (preview)
SMILES	rmGlu8 calcium flux
Oc1[nH]c2ccccc2c1N=Nc1nc2ccccc2s1	i
CCS(=O)(=O)Nc1ccc(-c2nnc(SCC(=O)c3ccc(NC(C)=O)c(OC)c3)o2)cc1	i
Cc1c(C(=O)O)[nH]c2c1C(=O)CC(c1ccc(Cl)cc1)C2 (stereo not drawn)	i
Cc1cccc(C(=O)N2CCC(Cc3ccccc3)CC2)c1[N+](=O)[O-]	i

Main list, previewed entries included:
SMILES	rmGlu8 calcium flux
Oc1[nH]c2ccccc2c1N=Nc1nc2ccccc2s1	i
CCS(=O)(=O)Nc1ccc(-c2nnc(SCC(=O)c3ccc(NC(C)=O)c(OC)c3)o2)cc1	i
Cc1c(C(=O)O)[nH]c2c1C(=O)CC(c1ccc(Cl)cc1)C2 (stereo not drawn)	i
Cc1cccc(C(=O)N2CCC(Cc3ccccc3)CC2)c1[N+](=O)[O-]	i
CCOc1ccc(N2C(=O)c3ccccc3C2O)cc1 (stereo not drawn)	i
CCCCn1c(SC(C)C(N)=O)nc2cc(C(=O)OC)ccc2c1=O (stereo not drawn)	i
CCOC(=O)c1cc(NC(=O)SCC(=O)O)c(C)nc1C	i
CCCc1ccc(C(=O)N2CCN(c3ccccc3OCC)CC2)cc1	i
Cc1ccc(C2CC2c2n[nH]c(=S)n2-c2ccc(C)cc2)cc1 (stereo not drawn)	i
O=C(O)c1ccccc1C(=O)Nc1ccc(-c2csc(-c3ccccc3)n2)cc1	+
Cc1cc2[nH]c(=O)c3ccccc3n2n1	i
O=C(Nc1ccc(-c2nc3ccccc3o2)cc1)c1cc(-n2cnnc2)ccc1Cl	i
COc1cc(C(=O)NC2CC3CCCC(C2)N3CC(=O)Nc2ccccc2)cc(OC)c1OC (stereo not drawn)	i
CCOC(=O)N1CCC(NC(=O)c2cnn3c2NC(c2ccco2)CC3C(F)(F)F)CC1 (stereo not drawn)	i
O=C(NC(=S)N1CCN(Cc2ccccc2)CC1)c1ccccc1	i
CCC(CC)c1nnc(NC(=O)C2COc3ccccc3O2)s1 (stereo not drawn)	i
Cc1ccc(S(=O)(=O)n2cnc3cc([N+](=O)[O-])ccc32)cc1C	i
COc1ccc(/C=C/c2nc3sc4c(c3c(=O)o2)CCC4)cc1	i
Cc1ccc(NC(=S)NNc2ncc(C(F)(F)F)cc2Cl)c(C)c1	i
CCCSc1nc(C)nc2c1c(=O)n(C)c(=O)n2C	i
COc1ccccc1-n1cnnc1SCC(=O)c1cc(C)n(Cc2cccs2)c1C	i
CC(C)Cn1cnc2c(c(-c3ccccc3)c(-c3ccccc3)n2Cc2ccco2)c1=N	i
COc1ccc(C)cc1NC(=O)Nc1ccccc1	i
S=C(NN=C1C2CC3CC(C2)CC1C3)Nc1ccccc1	i
N#Cc1ccsc1NC(=O)CN1CCN(c2ccc(O)cc2)CC1	i
O=c1c2ccccc2c(C=NCc2ccccn2)c(O)n1-c1ccccc1	i
Cc1sc2nc(C(C)C)nc(SCC(=O)NCc3ccco3)c2c1C	i
CC(C)CNC(=S)NC(=O)c1ccc(F)cc1	i
CS(=O)(=O)c1ccc2nc(NC(=O)C3C4C=CC(C4)C3C(=O)O)sc2c1 (stereo not drawn)	i
Cc1ccc(-c2nnc(SCC(=O)Nc3cccc(C(=O)N4CCOCC4)c3)n2C)cc1	i
COCCCN1C(=O)C(=O)/C(=C(/O)c2ccc(C)cc2)C1c1ccccc1 (stereo not drawn)	i
CCCCN1C(=O)c2ccccc2C1C(=O)NC1CCCC1 (stereo not drawn)	i
CCOC(=O)c1c(NS(=O)(=O)Cc2ccccc2)sc2c1CCCC2	i
COC(=O)COn1c(SC(C)C)nc2ccccc2c1=O	i
Cc1ccc(/C=N/n2c(COc3ccccc3)n[nH]c2=S)s1	i
CCn1c(=O)cc(OCC(=O)Nc2cccc(C)n2)c2ccccc21	i
N#CC1=C(N)Oc2n[nH]c(-c3cccs3)c2C1c1ccoc1 (stereo not drawn)	i
O=C(Nc1cccs1)Nc1c(F)c(F)c(F)c(F)c1F	i
O=C(Nc1ccc(OCC(=O)N2CCC(Cc3ccccc3)CC2)cc1)c1ccco1	i
NC(=O)c1noc(C(=O)N(CC(=O)NC2CCCC2)Cc2ccc3c(c2)OCO3)c1N	i
CCn1c(=S)[nH]c2cc(C(=O)OC)ccc2c1=O	i
Clc1ccc(Cc2ccc(SCc3ccccc3)nn2)c(Cl)c1	i
CCOC(=O)c1cccc(NC(=O)CSc2nnc(-c3cccnc3)n2C)c1	i
COc1ccc(N2CCCn3c2nc2c3c(=O)n(Cc3ccccc3F)c(=O)n2C)c(OC)c1	i
CC(C)(C)c1ccc(CN2C3=NCCCN3c3ccccc32)cc1	i
O=c1c2c(nc3c(-c4ccc(Cl)cc4)c[nH]n13)CCCC2	i
OC(c1ccccc1)C1CN(Cc2ccccc2)CCC1(O)c1ccccc1 (stereo not drawn)	i
O=C(Nc1nnc(-c2cccs2)o1)c1cccc(Oc2ccccc2)c1	i
CC(C)(C)C(=O)/C=c1\[nH]c(=O)/c(=C\c2ccc(F)cc2)s1	i
CCN(CC)C(=O)CSc1nnc(NC(=O)CCc2ccccc2)s1	i
COc1ccc(NC(=O)Nc2ccccc2OC)cc1	i
COc1ccc(NC(=O)CSc2nnc(-c3ccccn3)n2Cc2ccco2)cc1OC	i
CCOC(=O)C1=NNC(C(=O)c2ccc(OC)cc2)C1c1ccccc1 (stereo not drawn)	i
Cc1cc(N2CCC(C)CC2)n2ncc(-c3ccccc3)c2n1	i
C=CCNC(=S)Nc1nc2c(cc1C(=O)OCC)CCCC2	+
O=C(NCCCCNC(=O)c1cccnc1)c1cccnc1	i
CCN(CC(=O)c1c(N)n(C)c(=O)n(C)c1=O)c1cccc2ccccc12	i
Cc1cc(C(=O)CSc2n[nH]c(N)n2)c(C)n1-c1cc(F)ccc1F	i
CCCCn1c(N)c(C(=S)NC(=O)CC(C)(C)C)c(=O)n(C)c1=O	i
Cc1ccccc1Cn1c(=N)n(CC(=O)c2ccco2)c2ccccc21	i
Next entries.
SMILES	rmGlu8 calcium flux
CCOC(=S)NC(=O)c1sc2ccccc2c1Cl	i
CCCCOC(=O)c1ccc(NC(=S)NC(=O)c2c(Cl)cnn2C)cc1	i
CCCn1c(NCc2ccc(N(C)C)cc2)nc2ccccc21	i
Cc1cc(Cl)ccc1OCC(=O)Nc1ccccc1N1CCOCC1	i
Cc1ccc(NC(=O)COC(=O)/C=C/c2ccco2)cc1S(=O)(=O)N(C)C	i
COC(=O)c1cc2sccc2n1CC(=O)N1CCCc2ccccc21	i
CCn1c(SCC(=O)c2cc(C)n(CC3CCCO3)c2C)nc2ccccc21 (stereo not drawn)	i
O=C(c1ccc2c(=O)n(C3CCCC3)c(=S)[nH]c2c1)N1CCc2ccccc21	i
CCOc1ccccc1NC(=O)Nc1cccc(C(C)=O)c1	i
O=C(NC(=S)Nc1ccccc1N1CCCC1)c1ccc([N+](=O)[O-])cc1	i
CCSc1nc(-c2ccccc2)c(C#N)c(=O)[nH]1	i
COC(=O)c1c(NC(=O)CSc2nnc(-c3cccnc3)n2Cc2ccco2)sc(C)c1C	i
Cc1ccc(Nc2cc(C)nn2-c2nc(C)cc(=O)[nH]2)cc1	+
O=C(NC(=S)Nc1ccc(Oc2ccc(Cl)cc2)cc1)c1ccccc1	i
CC1CC(C)CN(Cc2nc(N)nc(Nc3ccc4ccccc4c3)n2)C1 (stereo not drawn)	i
CC(=O)CN1Cc2ccccc2/C1=N\C(=O)Nc1ccccc1	i
COC(=O)c1cc(NC(=O)c2ccoc2C)cc(C(=O)OC)c1	i
C=CCN(CC=C)C(=S)NC(=O)c1ccc(-c2ccccc2)cc1	i
O=[n+]1c2c(n([O-])c3cc(F)c(N4CCCC4)cc31)CCC2	i
Cc1ccc(NC(=O)Cn2cccc2)cc1Cl	i
CC(C)N(CCn1c(=S)[nH]c2ccccc2c1=O)C(C)C	i
Fc1cccc2sc(Nc3nnc(-c4ccco4)o3)nc12	i
Cc1cccc(NC(=O)NC(C)CCc2ccccc2)c1 (stereo not drawn)	i
S=C(Nc1cccc(Cl)c1)Nc1cccc2cnccc12	i
C=CCn1c(N)c(C(=O)OC(C)(C)C)c2nc3ccccc3nc21	i
O=C(NC(=S)Nc1ccccc1)c1csnn1	i
COc1cc(/C=C2/C(=O)N=C(N)N2C)cc(OC)c1OC	i
Cc1ccc(-c2nnn(CC(=O)NC3CC4CCC3C4)n2)cc1 (stereo not drawn)	i
O=C(c1cccc(F)c1)N1CCN(C(=O)c2cc(-c3ccc(Cl)cc3Cl)on2)CC1	i
CCOc1ccc(NC(=O)Cn2nnc(-c3ccccc3F)n2)cc1	i
CO/N=C(\Cn1ncc(N2CCCC2)c(Br)c1=O)c1ccc(Cl)cc1	i
Cc1cccc(NC(=S)NC(=O)c2cccs2)n1	i
COc1ccc(-n2nnnc2SCC(=O)N2CCOCC2)cc1	i
O=C1CN(C(=O)CSc2nc3cc(Cl)ccc3c(=O)n2Cc2ccccc2)c2ccccc2N1	i
CC1CCCN(S(=O)(=O)c2ccc(C(=O)Nc3nnc(-c4ccccc4Cl)o3)cc2)C1 (stereo not drawn)	i
CN(C1CCCCC1)S(=O)(=O)c1ccc(NC(=S)NC(=O)c2cccs2)cc1	i
CCN(CC)CCCN1C(=O)c2oc3ccccc3c(=O)c2C1c1cccs1 (stereo not drawn)	i
CCc1ccc2c(c1)C1(NN=C(c3cccc4ccccc34)S1)C(=O)N2 (stereo not drawn)	i
CCOC(=O)c1c(NC(=S)NC)sc2c1CC(C)(C)SC2	i
C=CCN(CC=C)S(=O)(=O)c1ccc(NC(=S)NC(=O)c2ccco2)cc1	i
CC1=CC(C)(C)n2c(O)c(N=NC(N)=S)c3cccc1c32	i
C/C(CC(=O)NCC(C)C)=N\NC(=O)COc1cc(C)c(Br)cc1Br	i
O=C(CSc1ccccc1)N(c1ccc(Br)cc1)c1nccs1	i
Cc1ccccc1-c1nc(CN2CCC(C(=O)NCc3ccco3)CC2)c(C)o1	i
Cc1cc(C=C2C(=O)c3ccccc3C2=O)c(C)n1-c1ccccc1	i
O=C(CSCc1ccc(Br)cc1)N=Nc1c(O)[nH]c2ccccc12	i
O=C(CSc1cccc2cccc(Cl)c12)NCc1cccs1	i
COc1ccc2occ(C(=O)c3ccc(N=C(C)N(C)C)cc3)c2c1	i
CCOC(=O)c1ccccc1NC(=O)CSc1nnc(COc2ccccc2C)n1C	i
COc1ccc(-c2c(S(=O)(=O)c3ccccc3)cnn2-c2ccccc2)cc1	i
S=C(Nc1ccccc1Cl)Nc1ccc(Cl)cc1Cl	i
CC1CCC(n2c(=S)[nH]c3ccccc3c2=O)CC1 (stereo not drawn)	i
CCOC(=O)C1=NN(C(=O)c2ccc(C)cc2)C(O)(c2ccc(Cl)cc2)C1 (stereo not drawn)	i
COC(=O)c1ccccc1NC(=O)Nc1cnccn1	i
O=C(/C=C/c1ccccc1)C1C(=O)c2ccccc2C1=O	i
COc1ccc(CNC(=O)CSCc2ccccc2Cl)cc1	i
CN(C(=O)CSC1=Nc2ccccc2C2=NC(c3ccccc3)C(=O)N12)C1CCCCC1 (stereo not drawn)	i
CCOC(=O)/C(=C/C=C1\Sc2ccccc2N1CC)C(C)=O	i
COc1cc(NC(=O)CSc2nccc(C)n2)c(C)cc1[N+](=O)[O-]	i
CCCc1cc(-c2n[nH]c(=S)n2CC(C)C)cs1	i

An excerpt of these results, field by field.
SMILES: CCOC(=O)C1=NN(C(=O)c2ccc(C)cc2)C(O)(c2ccc(Cl)cc2)C1 (stereo not drawn)
  rmGlu8 calcium flux: i

SMILES: COC(=O)c1ccccc1NC(=O)Nc1cnccn1
  rmGlu8 calcium flux: i

SMILES: O=C(/C=C/c1ccccc1)C1C(=O)c2ccccc2C1=O
  rmGlu8 calcium flux: i

SMILES: COc1ccc(CNC(=O)CSCc2ccccc2Cl)cc1
  rmGlu8 calcium flux: i

Next part
SMILES	rmGlu8 calcium flux
CCc1cc2c(=O)n(CC)c(SC(C)C(=O)Nc3c(C)n(C)n(-c4ccccc4)c3=O)nc2s1 (stereo not drawn)	i
C=C(C)CNC(=S)Nc1cccc2cnccc12	i
Cn1c(-c2ccc(-c3ccccc3)cc2)c[nH]c1=S	i
CN(Cc1ccccc1)C(=S)NC(=O)c1ccc(-c2ccccc2)cc1	i
CCOC(=O)C1CCCN(c2nc(C)nc3c2oc2ccccc23)C1 (stereo not drawn)	i
O=C(/C=C/c1ccccc1)c1cc(Br)ccc(=O)c1O	i
CCOc1ccc(-c2cc(C)n3nc(C(N)=O)cc3n2)cc1	i
Cc1ccc(NCC(=O)Nc2cccc(S(=O)(=O)N(C)C)c2)c(Cl)c1	i
CCn1c(SCC(N)=O)nc2sc3c(c2c1=O)CCCC3	i
O=c1c2cc(Cl)ccc2[nH]c(=S)n1Cc1cccs1	i
CCN1CCCC1CNC(=O)CSCc1nc(-c2ccccc2C)oc1C (stereo not drawn)	i
CC(C)C1Cc2c(sc3[nH]c(=S)n(Cc4ccccc4)c(=O)c23)CO1 (stereo not drawn)	i
Cc1ccc(OCC(=O)Nc2ccc(C)c(S(=O)(=O)N3CCCCC3)c2)c([N+](=O)[O-])n1	i
CSc1nc(-c2ccccc2)[nH]c(=S)c1C(C)=O	i
O=C(NC(=S)N1CCc2ccccc21)c1ccccc1	i
Cc1nc2nc(Cc3ccccc3)[nH]n2c(=O)c1Cc1ccccc1	i
CCCN(CCC)CCCNC(=O)c1cc2c(=O)n(C)c3ccccc3c2n1C	i
COCCCN(C(=S)Nc1cccc(Cl)c1)C(C)c1ccncc1 (stereo not drawn)	i

Another view of 3 compounds above.
SMILES | rmGlu8 calcium flux
Cc1ccc(OCC(=O)Nc2ccc(C)c(S(=O)(=O)N3CCCCC3)c2)c([N+](=O)[O-])n1 | i
CSc1nc(-c2ccccc2)[nH]c(=S)c1C(C)=O | i
O=C(NC(=S)N1CCc2ccccc21)c1ccccc1 | i
